Screening data deposited in PubChem by Johns Hopkins Ion Channel Center.
KCNQ1 act = potentiators or activators of human KCNQ1 potassium channel | P51787 | CHO-K1 KCNQ1, thallium flux FluxOR fluorescence; active compounds read high | B-score at 10 µM | actives 0.35% (n = 310,000);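 active means fluorescence ratio B-score, a plate-corrected score, at least three library SD, with initial intensity B-score within 5 SD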
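Assay system: CHO-K1 cells stably expressing KCNQ1; Medium: assay buffer with matched DMSO; Also added: K+/Tl+ depolarizing stimulus; Dosing: single dose; Timing: dye 90 min, compound 20 min, room temperature; Measured by: kinetic FluxOR thallium fluorescence, 10-s 1-Hz baseline, 110-s post-stimulus read; Read-out: peak-minus-minimum fluorescence over initial fluorescence, negative-control normalized, B-scored.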
KCNQ1 inh = human KCNQ1 channel inhibition. AID 2642. actives 1.3% (n = 310,000). CHO-K1 KCNQ1, FluxOR thallium flux fluorescence; active compounds read high. B-score at 10 µM;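 active means compounds whose thallium flux B-score, printed positive for inhibition, exceeds three library SD while starting fluorescence stays within three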;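 further: channel opened by potassium depolarization with thallium stimulus after 20 min compound exposure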
KCNK3 block = human KCNK3 channel inhibition, primary screen; O14649; B-score at 10 µM; actives 0.84% (n = 340,000); CHO-KCNK3 thallium flux, FluxOR fluorescence; active compounds read low;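 active means B-score under library mean minus 4 SD, starting fluorescence ratio at most library mean plus 5 SD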;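 further: more negative B-score means stronger inhibition of thallium flux through KCNK3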
KCNK9 block = inhibitors of human KCNK9 two-pore domain potassium channel. HEK293 KCNK9, FluxOR thallium flux fluorescence; active compounds read low. actives 1.2% (n = 310,000). AID 488922. B-score at 10 µM. Q9NPC2;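 active means ratio B-score over 3 SD below the library mean, with starting fluorescence within 5 SD of its mean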;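 further: negative B-score means less thallium flux so channel inhibition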
ANO1 activ = mouse TMEM16A channel activation, primary screen; Q8BHY3; HEK293 TMEM16A/YFP-H148Q/I152L, iodide quench fluorescence; active compounds read low; B-score at 10 µM; actives 0.3% (n = 340,000);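 active means fluorescence-ratio B-score plate-corrected deviation score at least 3 library SD below zero, with starting fluorescence score within 5 deviations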;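 further: channel opened by trigger with iodide after compound preincubation; score built on the fluorescence ratio of max minus min over baseline; more negative score means more quench and so TMEM16A activation or potentiation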
Target sequence (Q8BHY3 whole entry, looked up): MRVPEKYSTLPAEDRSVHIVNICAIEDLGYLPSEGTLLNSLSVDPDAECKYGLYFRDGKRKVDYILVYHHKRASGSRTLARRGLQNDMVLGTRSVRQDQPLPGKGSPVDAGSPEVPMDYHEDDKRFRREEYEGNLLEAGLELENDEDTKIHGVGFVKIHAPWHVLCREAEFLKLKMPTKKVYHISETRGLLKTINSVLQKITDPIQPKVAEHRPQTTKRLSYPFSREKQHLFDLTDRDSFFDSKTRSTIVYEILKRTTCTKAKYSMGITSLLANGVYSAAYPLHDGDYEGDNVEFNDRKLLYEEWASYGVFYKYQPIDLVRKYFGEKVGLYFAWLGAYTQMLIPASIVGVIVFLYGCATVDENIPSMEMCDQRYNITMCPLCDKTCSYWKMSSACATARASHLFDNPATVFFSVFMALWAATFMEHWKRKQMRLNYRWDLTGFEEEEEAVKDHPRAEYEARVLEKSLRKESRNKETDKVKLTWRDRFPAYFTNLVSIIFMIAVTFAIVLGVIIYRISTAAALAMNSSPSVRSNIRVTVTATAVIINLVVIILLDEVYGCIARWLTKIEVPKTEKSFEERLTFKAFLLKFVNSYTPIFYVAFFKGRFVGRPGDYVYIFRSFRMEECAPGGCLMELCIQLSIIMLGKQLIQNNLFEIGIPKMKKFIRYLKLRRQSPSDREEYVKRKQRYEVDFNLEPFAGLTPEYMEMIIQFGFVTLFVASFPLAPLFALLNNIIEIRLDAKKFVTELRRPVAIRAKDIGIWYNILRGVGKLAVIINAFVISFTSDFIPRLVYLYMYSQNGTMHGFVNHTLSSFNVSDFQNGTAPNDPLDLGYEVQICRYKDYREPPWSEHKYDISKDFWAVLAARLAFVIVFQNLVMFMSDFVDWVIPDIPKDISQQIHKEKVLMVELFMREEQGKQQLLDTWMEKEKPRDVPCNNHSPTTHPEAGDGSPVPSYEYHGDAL
hERG protect = shields human hERG channel from block by proarrhythmic agents | Q12809 | CHO-hERG, FluxOR thallium flux, dofetilide IC70 present | activation (rescue from dofetilide block), less the hit threshold, % at 10 µM | actives 0.51% (n = 310,000) | AID 1511;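 active means activation above the mean of controls blocked by dofetilide plus 5 SD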;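 further: thallium influx through hERG after potassium depolarization seen as dye fluorescence rise; in these data hits start at about 4.7%; inactives centre near -7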
MrgX1 ag = human MrgX1 receptor agonism, primary screen; Q96LB2; actives 0.44% (n = 310,000); B-score at 10 µM; MrgX1-HEK293 cells, Fluo-4 calcium fluorescence, agonist mode; active compounds read high;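 active means calcium response B-score plate-corrected fluorescence ratio at least 3 library SD, with starting fluorescence B-score inside 5 SD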
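Assay system: MrgX1-expressing HEK293 cells / Amount: fifteen thousand cells per well / Doses: test compound in the initial addition of three / Timing: cells plated overnight, dye loaded 0.5 h 37 °C, 0.5 h room temperature / Technique: kinetic calcium dye fluorescence, Fluo-4 NW / Control set: positive and negative controls per plate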
TMEM16A inh = inhibitors of mouse TMEM16A calcium-activated chloride channel | Q8BHY3 | HEK293 TMEM16A/YFP iodide influx fluorescence, ionomycin | normalized B-score (activity score, 25-100; higher = stronger inhibition) at 10 µM | actives 1.2% (n = 310,000) | AID 588511;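 active means ratio plate-corrected score three or more library SD toward inhibition, starting fluorescence score within five deviations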;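 further: score derived from kinetic fluorescence span divided by baseline fluorescence per well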
RGS4 act = potentiators or activators of RGS4; AID 463111; B-score at 10 µM; actives 0.92% (n = 310,000); HEK293 M3R/inducible RGS4, carbachol calcium flux Fluo4; active compounds read low;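 active means B-score of the integrated calcium signal more than 4 SD below the library mean, with starting fluorescence not abnormally high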;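 further: negative B-score means reduced calcium response which marks RGS4 activation or potentiation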
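test system = M3R-expressing HEK293 line, RGS4 induced by doxycycline | probe or stimulus = carbachol at ECmax as muscarinic agonist stimulus | timing = dye loading 30 min 37 °C, buffer rest 30 min RT | signal = calcium dye Fluo4 fluorescence | evaluation = B score from integrated fluorescence ratio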
MrgX1 PAM = allosterically activates human MrgX1 receptor signaling. B-score at 10 µM. MrgX1-HEK293, Fluo-4 calcium flux, FDSS; active compounds read high. Q96LB2. actives 0.63% (n = 310,000). AID 588675;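 active means plate-corrected calcium response at least 3 library SD above typical, normal starting fluorescence, not activating the receptor alone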;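 further: compound read alongside a low EC10 to EC30 dose of BAM8-22 agonist; peak minus trough fluorescence over baseline measured at the second addition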
RGS4 block = inhibitors of human RGS4. actives 0.45% (n = 310,000). B-score at 10 µM. HEK293 M3R/RGS4 inducible, Fluo-4 calcium flux; active compounds read high; triggered by carbachol at its EC20. AID 463165. P49798;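 active means B-score, a plate-corrected calcium signal, over three deviations above library mean, with baseline fluorescence within five deviations of library mean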;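 further: RGS4 expression induced by doxycycline in cells with stable M3 receptor; B-score is computed from the integrated fluorescence ratio over baseline after carbachol; higher B-score means a larger calcium signal and so more RGS4 inhibition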
* hit, by the source's call; i = inactive; . = not tested or not shown.

mol	KCNK3 block	MrgX1 ag	TMEM16A inh	ANO1 activ	KCNQ1 act	RGS4 act	KCNQ1 inh	RGS4 block	KCNK9 block	hERG protect	MrgX1 PAM
O=C(NC(NC1CCS(=O)(=O)C1)C(Cl)(Cl)Cl)c1cccc(Cl)c1 (centres undefined)	i	i	i	i	i	i	i	i	i	-8.4	i
Cc1cc(C)c(OCCCCN(C)Cc2ccccc2)c(C)c1	i	i	i	i	i	i	i	i	i	-11.5	i
CCN(CC)CCCN=Cc1c(-c2ccccc2)[nH]n(-c2nc3ccccc3s2)c1=O	i	i	i	i	i	i	i	i	i	-23.6	i
O=C(CCn1c(=S)[nH]c2cc3c(cc2c1=O)OCO3)N1CCc2ccccc2C1	.	i	i	.	i	i	i	i	i	-9.9	i
Cc1nn(-c2ccc(Cl)cc2)c(=O)c2ccccc12	i	i	i	i	i	i	i	i	i	-17.5	i
COc1cc(NC(=O)C(c2ccccc2)c2ccccc2)c(C(=O)O)cc1OC	i	i	i	i	i	i	i	i	i	1.1	i
Oc1c(C(c2ccccn2)N2CCCCC2)cc(Cl)c2cccnc12 (centres undefined)	i	32.3*	i	i	i	i	i	i	i	-15.1	i
C/C(N)=C(/C#N)C(=O)COC(=O)COc1ccc(Cl)cc1C	i	i	i	i	i	i	i	i	i	-12.4	i
COC(=O)c1ccc(COc2ccccc2/C=C(\C#N)C(=O)Nc2ccccc2C)cc1	i	i	i	i	i	i	i	i	i	-4.5	i
Cc1ccc(-c2cnc3cc(C)nn3c2)cc1	i	i	i	i	i	i	i	i	i	-13.6	i
Cc1cc(C(=O)CN2CCCC2)c(C)n1-c1ccc(Cl)cc1	i	i	i	i	i	i	i	i	i	-6.6	i
CCOc1ccc(NS(=O)(=O)c2cc(C(=O)N3CCN(C(C)=O)CC3)ccc2Cl)cc1	i	i	i	i	i	i	i	i	i	-7.5	i
N#CC(=C=[N-])/C=C(\C(=O)c1ccccc1)[n+]1ccccc1	i	i	i	i	i	i	i	i	i	-4.7	i
CCOC(=O)N1CCC(C(N)=O)CC1	i	i	i	i	i	i	i	i	i	-3.6	i
Cc1cc2c(cc1S(=O)(=O)Nc1ccc(F)cc1)n(C)c(=O)c(=O)n2C	i	i	i	i	i	i	i	i	i	-7.1	i
COC(=O)Cc1c[nH]c2cccc(OCC(O)CN(Cc3ccc([N+](=O)[O-])cc3)C(C)(C)C)c12 (centres undefined)	i	i	i	i	i	i	i	i	-7.77*	-11.2	i
CC1(C)CC(=O)C2=C(C1)Nc1cc(Cl)ccc1S2	i	i	i	i	i	i	i	i	i	-3.3	i
COc1ccc(N(C(=O)c2ccco2)C(C(=O)NC2CCCC2)c2cccs2)cc1 (centres undefined)	i	i	i	i	i	i	i	i	i	-7.4	i
CCOC(=O)N1CCC(N2C(=O)c3ccc(C(=O)NCCOC)cc3C2=O)CC1	i	i	i	i	i	i	i	i	i	-2.6	i
O=C(O)CSc1nnc(SCc2cccc3ccccc23)s1	i	i	i	i	i	i	i	i	i	-13.3	i
CC(=O)Nc1c(-c2ccccc2)c2cc(Br)ccc2[nH]c1=O	i	i	i	i	i	i	i	i	i	0.9	i
O=S(=O)(NCCc1nnc2ccc(SCc3cccnc3)nn12)c1ccccc1	i	i	i	i	i	i	i	i	i	-15.7	i
COC(=O)c1c(NC(=O)CN(c2ccccc2)S(C)(=O)=O)sc2c1CCCC2	i	i	i	i	i	i	i	i	i	-4.8	i
N#C/C(=N\Nc1cccc(F)c1)C(=O)C1CC1	i	i	i	i	i	i	6*	i	i	-9.8	i
Cc1c(Cl)cccc1NC(=O)CCCN1C(=O)c2cccnc2C1=O	i	i	i	i	i	i	i	i	i	-8.0	i
CCn1ccnc1CN(C)Cc1nc(CCC(C)C)no1	i	i	i	i	i	i	i	i	i	-17.2	i
CCOc1ccccc1NC(=O)CCSc1nc2n[nH]c(C)c2c(=N)n1-c1ccccc1Cl	i	i	i	i	i	i	i	i	i	-13.3	i
N/C(=C/C(=O)c1ccccc1O)C(F)(F)F	i	i	i	i	i	i	i	i	i	-1.8	i
Cc1ccc(NC(=O)Cn2nc(C)c([N+](=O)[O-])c2C)cc1C	i	i	i	i	i	i	i	i	i	-14.1	i
Cc1cccc(N=C2NN=C(c3c(C)[nH]c4ccccc34)CS2)c1	i	i	i	i	i	i	i	i	i	-2.9	i

mol	KCNK3 block	MrgX1 ag	TMEM16A inh	ANO1 activ	KCNQ1 act	RGS4 act	KCNQ1 inh	RGS4 block	KCNK9 block	hERG protect	MrgX1 PAM
CC(NC(=O)Cc1ccc(F)cc1)C(c1cccs1)N1CCN(C)CC1 (centres undefined)	i	i	i	i	i	i	i	i	i	0.8	i
CCOc1nc(NC(=O)NC(=O)c2ccccc2)nc(-c2ccccc2)n1	i	i	i	i	i	i	i	i	i	-11.5	i
O=c1[nH]c(COc2ccc(Cl)cc2Br)nc2ccccc12	i	i	i	i	i	i	i	i	i	-8.9	i
O=C(COc1ccc2c(-c3ccccc3)cc(=O)oc2c1)Nc1ccc(CCO)cc1	i	i	i	i	i	i	i	i	i	-7.2	i
CC(=NCc1ccco1)c1c(C)[nH]n(-c2nc3ccccc3s2)c1=O	i	i	i	i	i	i	i	i	i	-4.6	i
COc1cc(C2C(C#N)=C(N)OC3=C2C(=O)CC(C)(C)C3)cc([N+](=O)[O-])c1O (centres undefined)	i	i	i	i	i	i	i	i	i	-13.2	i
COc1cc2c(cc1OC)C(C)N(C(=O)CCc1c[nH]c3ccccc13)CC2 (centres undefined)	i	i	i	i	i	i	i	i	i	-2.7	i
Cc1ccc(SCC(=O)Nc2ccc(N3CCN(C)CC3)c(F)c2)c(C)c1	i	i	i	i	i	-7.6*	i	i	i	-3.4	i
C/C(=N/OCC(=O)Nc1ccccc1)c1cccs1	i	i	i	i	i	i	i	i	i	-1.9	i
CCc1cccc(NC(=O)COc2ccccc2)c1	i	i	i	i	i	i	i	i	i	-7.8	i
CCCCC1=CC2=CC(=O)C(C)(OC(=O)CC)C(=O)C2=CN1CCCOC(C)C (centres undefined)	i	i	i	i	i	i	i	i	i	-2.3	i
COc1cccc(C(=O)CSc2nnnn2C2CCCCC2)c1	i	i	i	i	i	i	i	i	i	-8.2	i
Cc1ccccc1C(=O)NC1CCN(CC(=O)Nc2ccc3c(c2)OCCO3)CC1	i	i	i	i	i	i	i	i	i	3.8	i
c1sc2[n+](c1C13CC4CC(CC(C4)C1)C3)CCS2	i	i	i	i	i	i	i	i	i	-1.5	i
COC(=O)CSc1nc(-c2ccc(C)cc2)c2c(c1C#N)CCCC2	i	i	i	i	i	i	i	i	i	-4.1	i
CN(C)C(=S)Nc1ccc(S(=O)(=O)N2CCCCC2)cc1	i	i	i	i	i	i	i	i	i	-8.2	i
Cc1ccccc1C(=O)Nc1nnc(SCC(=O)NCc2ccco2)s1	i	i	i	i	i	i	i	i	i	-5.6	i
CCCC[C@@H]1CNC(=S)N1CC1CCCCC1	i	i	i	i	i	i	i	i	i	-0.2	i
O=c1[nH]c(CN2CCN(c3ccccc3)CC2)nc2ccccc12	i	i	i	i	i	i	i	i	i	0.5	i
NS(=O)(=O)c1ccccc1	i	i	i	i	i	i	i	i	i	-8.3	i
CSc1nc(C)c2cc(C)oc2n1	i	i	i	i	i	i	i	i	i	-9.6	i
OCCC1CN(Cc2cccn2-c2cccnc2)CCN1C1CCCCC1 (centres undefined)	i	i	i	i	i	i	i	i	i	-14.6	i
CCOC(=O)CC(NC(=O)c1cccs1)c1ccc(OCC)cc1 (centres undefined)	i	i	i	i	i	i	i	i	i	8.6*	i
COc1cc(-c2cccs2)cc(=O)c2c(C)oc(C)c12	i	i	i	i	i	i	i	i	i	-6.2	i
Cc1ccc(S(=O)(=O)Nc2ccc(C(=O)NCCCN3CCOCC3)cc2)cc1[N+](=O)[O-]	i	i	i	i	i	i	i	i	i	-5.4	i
CCCCCCCCCC(=O)N/N=C(\C)c1cccnc1	i	i	i	i	i	i	i	i	i	-11.6	i
O=C(Cn1cnnn1)Nc1ccccc1Cc1ccccc1	i	i	i	i	i	i	i	i	i	-6.2	i
O=C(C1CC2C=CC1C2)N1CCN(c2ccccc2)CC1 (centres undefined)	i	i	i	i	i	i	i	i	i	-16.9	i
Cc1ccc(-c2nnc(Nc3ccc(C(=O)N(C)C)cc3)c3ccccc23)cc1S(=O)(=O)NCC1CCCO1 (centres undefined)	i	i	i	i	i	i	i	i	i	-15.1	i
CC(C)C(NC(=O)c1ccccc1)C(=O)NCC(c1ccccc1)N(C)C (centres undefined)	i	i	i	i	i	i	i	i	i	-7.6	i

mol	KCNK3 block	MrgX1 ag	TMEM16A inh	ANO1 activ	KCNQ1 act	RGS4 act	KCNQ1 inh	RGS4 block	KCNK9 block	hERG protect	MrgX1 PAM
Cn1nnnc1NC(=O)c1ccccc1Cl	i	i	i	i	i	i	i	i	i	-6.7	i
O=[N+]([O-])c1ccc(OCCN2CCNCC2)cc1	i	i	i	i	i	i	i	i	i	-20.6	i
CC1(C)CC(n2c(=S)[nH]c3ccccc3c2=O)CCO1 (centres undefined)	i	i	i	i	i	i	i	i	i	-14.3	i
CCCCN(CCCNC(=O)C1CCN(S(=O)(=O)CC)CC1)c1ccccc1	i	i	i	i	i	i	i	i	i	-3.0	i
CCOc1ccccc1C(=O)Nc1ccc2nc3n(c(=O)c2c1)CCCCC3	i	i	i	i	i	i	i	i	i	-14.3	i
C/C(=C\C(=O)c1ccc(C)cc1)NCc1ccc(F)cc1	i	i	100*	i	i	i	i	i	i	-0.3	i
Cc1ccccc1-n1nc(-c2cccnc2)cc1C(=O)NN	i	i	i	i	i	i	i	i	i	-10.3	i
Cc1cc(NC(=O)CC(C)C)c(=O)n(Cc2c(F)cccc2Cl)c1	i	i	i	i	i	i	i	i	i	-2.9	i

Rows were taken by chance, and some 6.3% of all compounds hit somewhere here.
